Screening results: PubChem BioAssay, National Center for Advancing Translational Sciences (NCATS)
TrxR1 substrate – substrates of rat thioredoxin reductase 1 | O89049 | purified TrxR1 substrate turnover, NADPH consumption readout | Potency, µM (highest dose often 114 µM), inactives show at the highest dose activity change, negative = substrate turnover | 390,000 compounds, 0.01% hits | AID 588456; also: potency is read from the fitted curve at half-maximal effect; % is scaled to controls: 0 for no effect and ±100 for the full control effect; nearly all actives have a fitted effect of over 50% in size
Target sequence (O89049 whole entry, looked up): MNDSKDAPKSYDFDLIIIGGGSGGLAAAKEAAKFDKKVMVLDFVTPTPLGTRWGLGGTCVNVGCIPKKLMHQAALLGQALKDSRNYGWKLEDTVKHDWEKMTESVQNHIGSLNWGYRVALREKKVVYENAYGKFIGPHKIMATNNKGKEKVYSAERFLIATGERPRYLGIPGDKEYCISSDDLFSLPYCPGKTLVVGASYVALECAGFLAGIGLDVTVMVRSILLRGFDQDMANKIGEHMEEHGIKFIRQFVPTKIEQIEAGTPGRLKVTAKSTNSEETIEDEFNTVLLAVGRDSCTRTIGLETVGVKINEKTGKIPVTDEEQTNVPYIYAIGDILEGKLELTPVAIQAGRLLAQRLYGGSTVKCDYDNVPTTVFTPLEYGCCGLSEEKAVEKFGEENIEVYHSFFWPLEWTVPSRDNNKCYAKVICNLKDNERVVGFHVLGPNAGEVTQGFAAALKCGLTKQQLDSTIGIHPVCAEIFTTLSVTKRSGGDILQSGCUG
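Rat TrxR1, dispensed at 90 nM, was prereduced with 400 uM NADPH (final) for 5 min at ~22 deg C, then incubated with compound 15 min before 400 uM selenite. A first-read NADPH fluorescence drop versus no-compound background flagged substrates.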
GRP78 ERSR act – induces the endoplasmic reticulum stress response in human glioma cells | U87-MG GRP78 promoter luciferase reporter, 16 h | Potency, µM, inactives show at the top dose activation, most hits filed as activators | 420,000 compounds, 0.02% hits; also: potency is read from the fitted curve at half-maximal effect; series mostly up to about 76 µM; % of control where 0% means no effect; nearly all actives have a fitted effect of over 35% in size
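ERSR induction read as luciferase luminescence (Bright-Glo, 10 min at room temperature) in stably transfected human U87-MG glioma cells exposed to compounds for 16 h, using GRP78 as sensor.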
LDHA inh – LDHA (human) enzyme inhibition; P00338; purified LDHA, NADH/diaphorase-resazurin fluorescence; stronger effect = lower value; activity change, % (values are at about 110 or 230 µM); 480,000 compounds, 0.15% hits; AID 1347041; in the data active = activity change below about -30%; inconclusive = mostly about -25% to -30%;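 also: plate controls were DMSO wells for no effect and wells without enzyme for full effect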
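Resorufin fluorescence (ex540/em590), read at 0 and 20 min after diaphorase/resazurin addition, reports the NADH left after a 5 min room-temperature reaction of 2 nM human LDH5 with 0.06 mM NADH and 0.2 mM pyruvate.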
TrxR1 inh – rat TrxR1 inhibition; O89049; recombinant rTrxR1, NADPH fluorescence consumption, selenite substrate; Potency, µM (highest dose often 114 µM), without a hit: at the top dose activity change, negative = inhibition, most hits filed as inhibitors; 390,000 compounds, 1% hits; also: potency is read from the fitted curve at half-maximal effect; % is scaled to controls: 0 for no effect and ±100 for the full control effect; nearly all actives have a fitted effect of over 65% in size
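Rat TrxR1 (90 nM in the dispensed reagent) was pre-reduced with 400 uM NADPH for 5 min at room temperature, then incubated with compound for 15 min. After 400 uM selenite was added, NADPH fluorescence (Ex 340/Em 450 nm) was followed for 8 min.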
USP1-UAF1 inh – inhibitors of human USP1/UAF1 deubiquitinase. O94782. recombinant USP1/UAF1, Ub-Rhodamine cleavage fluorescence. Potency, µM (highest dose often 57.1 µM), without a hit: at the highest dose activity change, negative = inhibition, actives largely listed as inhibitors. 390,000 compounds, 0.23% hits; also: potency is read from the fitted curve at half-maximal effect; % is scaled to controls: 0 for no effect and ±100 for the full control effect; nearly all actives have a fitted effect of over 60% in size; inactives centre near -12
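High-throughput fluorogenic screen: 1nM USP1/UAF1 complex, Ub-Rho substrate 150nM final, 50mM HEPES pH 7.8 with 0.5mM EDTA, 0.1 mg/ml BSA, 1mM TCEP and 0.01% Tween-20.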
Vif-A3G inh – Vif-A3G binding inhibition. Q9HC16. HeLa A3G-eYFP + Vif (tagged APOBEC3G with the HIV-1 protein that degrades it), YFP fluorescence, overnight. Potency, µM (titrated, usually from 46.1 µM), for inactives: top-dose activity, negative = active, actives largely listed as inhibitors. 410,000 compounds, 0.076% hits;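 also: potency is read from the fitted curve at half-maximal effect; % is scaled to controls: 0 for no effect and ±100 for the full control effect; nearly all actives have a fitted effect of over 60% in size; hits raise eYFP signal because A3G escapes Vif-driven loss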
Target sequence (Q9HC16 whole entry, looked up): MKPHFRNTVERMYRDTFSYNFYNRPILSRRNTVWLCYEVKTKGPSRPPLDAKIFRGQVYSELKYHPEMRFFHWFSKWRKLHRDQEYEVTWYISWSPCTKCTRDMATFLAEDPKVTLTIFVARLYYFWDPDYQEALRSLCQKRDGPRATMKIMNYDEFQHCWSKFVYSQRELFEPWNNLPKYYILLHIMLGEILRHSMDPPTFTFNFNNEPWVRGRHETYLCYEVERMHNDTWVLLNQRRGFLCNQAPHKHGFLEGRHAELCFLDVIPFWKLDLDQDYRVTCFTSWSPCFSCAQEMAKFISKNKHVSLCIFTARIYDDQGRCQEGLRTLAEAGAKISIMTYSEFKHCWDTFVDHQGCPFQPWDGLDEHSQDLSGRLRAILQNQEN
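HeLa cells stably expressing Vif and C-terminally eYFP-tagged A3G, seeded overnight at 37 deg C, then exposed to compound by pintool overnight at 37 deg C. Rise in yellow fluorescence (Ex 488/Em 500-530, Acumen) marks blocked Vif-driven A3G degradation.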
RGS4 inhibitor – inhibitors of human regulator of G protein signaling 4; AID 504845; Transcreener GDP fluorescence polarization, RGS4-accelerated GTP hydrolysis; Potency, µM (titrated, usually from 114 µM), for inactives: at the highest dose activity change, negative = inhibition, hits mostly inhibitors; P49798; 390,000 compounds, 0.039% hits; also: potency is read from the fitted curve at half-maximal effect; % is scaled to controls: 0 for no effect and ±100 for the full control effect; nearly all actives have a fitted effect of over 75% in size; some results filed as inactive show a strong effect at the top dose
Target sequence (P49798 whole entry, looked up): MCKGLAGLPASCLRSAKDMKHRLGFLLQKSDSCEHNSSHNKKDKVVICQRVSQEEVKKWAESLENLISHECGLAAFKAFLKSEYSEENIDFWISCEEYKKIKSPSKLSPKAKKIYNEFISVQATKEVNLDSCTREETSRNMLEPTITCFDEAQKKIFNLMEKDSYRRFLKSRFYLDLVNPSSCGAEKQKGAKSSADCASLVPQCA
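MLSMR compounds (23 nl, pin-transferred) preincubated 10 min at room temperature with a 500nM (2x) first reagent, then RGS4 at 900nM (2x) plus Transcreener GDP mix added; fluorescence polarization (620/688 nm) read before and after 90 min at 30 °C.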
IDH1 R132H inh – human IDH1 R132H inhibition | O75874 | IDH1-R132H enzyme, NADPH consumption, diaphorase/resazurin fluorescence | Potency, µM (top dose mostly 76.6 µM), without a hit: at the highest dose activity change, negative = inhibition, actives largely listed as inhibitors | 390,000 compounds, 0.093% hits | AID 602179; also: potency is read from the fitted curve at half-maximal effect; % is scaled to controls: 0 for no effect and ±100 for the full control effect; nearly all actives have a fitted effect of over 65% in size
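IDH1-R132H (0.5 ug/mL) preincubated 30 min with compound, then NADPH (0.016 mM) and alpha-KG (2 mM) added; 80 min at RT, pH 7.5. Remaining NADPH coupled via diaphorase/resazurin to fluorescence (540/590 nm); concentration-response curves normalized to no-enzyme control.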
Vif-A3F inh – blocks the Vif interaction with APOBEC3F. 390,000 compounds, 0.2% hits. HeLa A3F-eYFP + Vif (tagged APOBEC3F with the HIV-1 protein that degrades it), YFP fluorescence increase. Potency, µM (doses to about 46.1 µM), inactives show at the highest dose activity, negative = active; also: potency is read from the fitted curve at half-maximal effect; % of control where 0% means no effect; nearly all actives have a fitted effect of over 65% in size
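HeLa cells stably expressing Vif plus C-terminally eYFP-tagged A3F were seeded, incubated overnight at 37 deg C, dosed with compound, incubated overnight again at 37 deg C. Yellow fluorescence (Ex 488/Em 500-530) reported blocked Vif-mediated A3F-eYFP degradation.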
* marks the source's active call; other numbers are inactive results; ? = inconclusive; nt = no result given; [ ] = remark or other dose. Unless noted, calls follow the shape of the dose curve; as a rule, active = well fitted curve in the direction sought with a large enough effect; inconclusive = small, poorly fitted or top-dose-only effect, or another doubt; inactive = no such curve, though single readings can be large; an effect the other way counts as inactive or inconclusive.

mol	TrxR1 substrate	GRP78 ERSR act	LDHA inh	TrxR1 inh	USP1-UAF1 inh	Vif-A3G inh	RGS4 inhibitor	IDH1 R132H inh	Vif-A3F inh
Cc1oc(S(=O)(=O)N(C)C)cc1C(=O)Nc1ccc(Cl)cc1	5.3%	-2.2%	-1.4	20.8%	-20.7%	-4.2%	-11.1%	6.1%	-0.9%
N#CC1=C(S)N(c2ccc(F)cc2)C2(CCCCC2)NC1=O	-3.6%	-1.8%	-7.0	-6.1%	-2.9%	8.7%	-30.9%	1.7%	11.2µM*
Cc1ccc(C)c(N2CCN(C(=O)Cn3c(=O)c4cccn4c4ccc(F)cc43)CC2)c1	5.7%	-3.5%	1.2	28.6%	0.2%	2.6%	-1.2%	8.6%	-4.2%
O=C(COC(=O)c1cnccn1)NCc1ccc2c(c1)OCO2	7.6%[57.1 µM]	-4.4%	3.0	32.0%[57.1 µM]	-2.3%	0.1%	10.4%	3.6%	-12.3%
COc1cc(OC)cc(-c2sc3ccc(OC)cc3c2-c2ccc(OCCN3CCCCC3)cc2)c1	8.5%	-3.3%	-2.9	21.2%	-15.8%	-17.5%	-6.3%	-6.9%	3.8%
O=C(NC(c1ccccc1)C(Cl)(Cl)Cl)c1ccccc1 (stereo not drawn)	-1.4%	0.0%	-11.9	12.1%	-1.2%	1.5%	-11.2%	3.9%	4.2%
Cc1nn(-c2ccccc2)c(C)c1-c1cc(C(=O)N/N=C/c2ccc(O)cc2)[nH]n1	-1.9%	1.2%	-0.1	22.9%	-12.1%	?	28.2%[11.4 µM]	-4.3%	3.0%
O=C(NCCCNC(=O)c1cnccn1)c1cccc(Cl)c1	3.3%	-2.4%	-7.3	20.5%	-5.7%	-3.2%	-4.7%	13.7%	-8.5%
O=C1C(=Cc2cccn2-c2ccc(O)cc2)C(=O)c2ccccc21	-1.3%	0.5%	7.6	18.9%	?	-6.7%	-51.6%	8.3%	?
CC(C)NS(=O)(=O)c1ccc(OCC(=O)NCc2ccc3c(c2)OCO3)c(Cl)c1	5.0%[57.1 µM]	-6.2%	-2.0	9.7%[57.1 µM]	1.4%	2.3%	-19.1%	14.2%	-0.4%
CC(=O)Oc1ccc(-c2cccc(C(=O)OCC(=O)N(C)c3ccccc3)c2)cc1	-15.3%	-3.1%	-3.8	-7.8%	-5.9%	-2.9%	6.8%	4.3%	-10.5%
c1ccc(Cc2nnc3sc(Nc4ccccc4)nn23)cc1	3.3%	-2.7%	-0.4	15.6%	-16.7%	2.2%	-23.3%	7.0%	1.1%
Cn1c(CSCc2ccc(F)cc2)n[nH]c1=S	11.9%[2.29 µM]	-2.3%	-10.9	-0.5%	-19.4%	2.9%	-7.9%	-1.3%	7.2%
COc1ccc(C(=O)Nc2ccc3ccccc3c2)cc1	12.0%[2.29 µM]	-8.6%	-5.9	27.7%	-11.3%	1.9%	-13.3%	-7.2%	1.2%
CNS(=O)(=O)c1cn(CC(=O)NCc2ccc(N(C)C)cc2)cc1S(=O)(=O)NC	13.7%[57.1 µM]	0.8%	-0.5	7.8%[57.1 µM]	-15.8%	-1.0%	-16.0%	6.4%	-4.9%

(listing goes on)
mol	TrxR1 substrate	GRP78 ERSR act	LDHA inh	TrxR1 inh	USP1-UAF1 inh	Vif-A3G inh	RGS4 inhibitor	IDH1 R132H inh	Vif-A3F inh
CC1CCN(c2nn3c(=O)c(C(=O)NCCc4ccc(Cl)cc4)cnc3s2)CC1	7.5%[57.1 µM]	-0.5%	-10.6	22.0%[57.1 µM]	-19.2%	4.3%	-8.6%	-9.9%	0.1%
CCc1ccc(NC(=O)C2CCN(C(=O)N3CCOc4ccccc43)CC2)cc1	9.9%[57.1 µM]	-4.2%	-5.4	4.4%[57.1 µM]	-17.3%	5.4%	14.9%	6.8%	4.8%
COc1cccc(CNCc2cccn2-c2nnc(N3CCN(c4ccccc4)CC3)s2)c1	2.5%	-3.2%	-3.2	4.1%	-17.6%	2.7%	-6.2%	9.8%	6.5%
CN(C)c1nc(Oc2ccc(=O)[nH]n2)nc(N2CCCCC2)n1	7.4%	-3.9%	-4.7	5.5%	-6.0%	-3.5%	-12.4%	-7.0%	-7.0%
O=C(NCc1ccccc1)c1nccnc1CO	-0.9%[57.1 µM]	-1.9%	-0.3	4.7%[57.1 µM]	-18.0%	0.3%	-18.6%	-2.2%	16.2%
C=CCn1c(Cc2ccc(OC)cc2)nnc1SCC(=O)c1cccc([N+](=O)[O-])c1	9.0%	-3.4%	-10.8	-6.3%	?	-6.4%	-14.8%	4.1%	-6.2%
O=C(C(c1ccccc1)c1ccccc1)N1CCN(CCN2C(=O)c3cccc4cccc(c34)C2=O)CC1	0.7%	-2.0%	-5.8	10.7%	-14.0%	-3.3%	-2.1%	-5.6%	-10.8%
O=C(CSc1ccc(-c2ccc(F)cc2)nn1)N1CCOCC1	8.6%[57.1 µM]	0.6%	-16.6	12.5%[57.1 µM]	-5.8%	-0.1%	25.6%	0.0%	5.4%
O=C(CCN1CCCCC1)c1cccc(Cl)c1	11.7%[57.1 µM]	-9.0%	-1.0	0.355µM*	-12.3%	-5.6%	?	7.9%	?
O=C(CCNC(=O)c1ccc([N+](=O)[O-])cc1)Nc1ccc(S(=O)(=O)N2CCOCC2)cc1	-10.8%	-4.3%	0.6	-12.1%	-20.9%	1.1%	-13.9%	6.6%	11.3%
CC(=O)Nc1ccc(NC(=O)C(C)Oc2ccccc2C(=O)NCc2ccccc2)cc1 (stereo not drawn)	2.1%	0.6%	-2.6	19.5%	-16.0%	-3.3%	12.7%	0.8%	5.4%
CC(=O)C1=C(C)Nc2ncnn2C1c1ccc(Cl)cc1 (stereo not drawn)	-5.8%	-1.3%	-8.3	-5.6%	-20.5%	-0.3%	22.9%	0.0%	-12.1%
Cc1cc(CNC(=O)COC(=O)c2ccc(Cl)c(N)c2)cc(C)c1O	18.1%[57.1 µM]	0.5%	2.5	-11.0%	-12.2%	-5.5%	-27.1%	-1.2%	2.0%
CCOc1ccccc1NC(=O)CSc1nc2c([nH]c3ccccc32)c(=O)n1-c1ccccc1	2.1%[57.1 µM]	-2.2%	-1.3	23.2%[57.1 µM]	9.3%	-2.4%	-12.0%	-9.7%	0.4%
COc1ccc(CN2C[C@H]3CCCN3c3cc(Br)ccc3S2(=O)=O)cc1	1.9%	2.9%	-8.0	33.4%	-25.0%	-9.2%	7.5%	12.8%	1.5%

The results go on.
mol	TrxR1 substrate	GRP78 ERSR act	LDHA inh	TrxR1 inh	USP1-UAF1 inh	Vif-A3G inh	RGS4 inhibitor	IDH1 R132H inh	Vif-A3F inh
CC(=O)c1ccccc1NC(=O)COC(=O)/C(=C/c1ccccc1)n1nnnc1C	-10.3%	-4.4%	-9.4	?	-2.9%	-8.3%	-6.6%	0.8%	-0.3%
COc1ccc(CNC(=O)C2CCN(S(=O)(=O)c3cccc4nonc34)CC2)cc1OC	4.9%[57.1 µM]	0.0%	-2.9	20.4%[57.1 µM]	-0.1%	-0.2%	-2.4%	9.9%	2.6%
CC(C)NC(=O)CSc1nnc(-c2ccc(C(C)(C)C)cc2)n1C	6.4%	3.3%	1.6	0.2%	-7.7%	-7.0%	17.7%	-4.3%	-13.6%
COC(=O)Cn1ncc(N2CC(C)OC(C)C2)c(Cl)c1=O (stereo not drawn)	-1.4%	0.8%	-3.5	12.8%	-9.0%	-1.9%	-13.7%	2.4%	-1.5%
Cc1cc(NC(=O)c2ccccc2-c2ccccc2C(=O)O)no1	-8.9%	-2.0%	-6.5	-8.4%	-4.2%	2.1%	14.6%	2.2%	-0.8%
COc1ccc(C)cc1NC(=O)c1cccc(C(=O)Nc2cc(C)ccc2OC)c1	3.1%	-0.8%	1.8	2.6%	-12.2%	-1.1%	-1.1%	0.0%	1.7%
CC(C)OC(=O)c1c(NC(=O)C2c3ccccc3Oc3ccccc32)sc2c1CCCC2	7.6%	-2.1%	-12.2	19.0%	-23.9%	-3.7%	-1.8%	-17.8%	-0.1%
COc1ccc(CNC(=O)c2nn(-c3ccccc3C)nc2CO)cc1	-1.7%	-4.5%	-0.9	14.4%	-8.9%	0.8%	6.2%	-14.0%	-1.1%
O=C(Cc1c(O)c2ccccc2[nH]c1=O)N(Cc1ccccc1)Cc1ccccc1	8.0%	-1.5%	0.5	6.8%	-6.1%	0.0%	-23.4%	2.6%	0.8%
O=C(Nc1ccccc1[N+](=O)[O-])C1C(c2ccccc2)=C1c1ccccc1	5.6%	1.1%	0.7	3.3%	-12.6%	1.6%	-17.2%	1.1%	-3.2%
COc1cccc(NC(=O)N(C)C[C@H]2OCc3cnnn3CCCC(=O)N([C@H](C)CO)C[C@@H]2C)c1	nt	-5.0%	-2.3	nt	?	0.7%	nt	12.3%	0.1%

This is a subset. The share of hits here may be higher or lower than overall.
